# Bioassay records (PubChem BioAssay)
# TPT1 inhibitor = inhibitors of Candida albicans tRNA 2'-phosphotransferase TPT1. recombinant caTPT1, FP RNA substrate dephosphorylation. inhibition, % at 5 µM. 300,000 compounds, 0.81% hits. AID 1962;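 active = inhibition above the mean of all tested compounds plus 3 SD, set per screening campaign, cut at about 24% in these data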;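 note: plate controls were DMSO alone for no effect and ferristatin control at 100 nM for full effect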
# procasp3 activ = procaspase-3 (human) activation; P42574; recombinant procaspase-3 D3A, Ac-DEVD-pNA absorbance 405 nm; activation, % at 8.5 µM; 330,000 compounds, 0.11% hits; AID 463141;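 active = activation above the mean of all tested compounds plus 3 SD, cut at about 21% in these data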;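 note: 0% = DMSO alone and 100% = DMSO wells spiked with extra 5 µM PC-3 D3A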
#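 Test system: Procaspase-3 D3A mutant, all three cleavage aspartates alanine | Dosing: Single dose, 8.5 µM nominal compound, 0.8% DMSO | Schedule: 1 h preincubation, 2 h reaction | Technique: 405 nm absorbance of p-nitroaniline, reads at 0 and 120 min | Repeats: One well per compound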
# PP1 counter = counter-screen for PP5 inhibitors: inhibitors of human PP1-alpha; P62136; purified PP1alpha, OMFP fluorescence; inhibition, % at 6.7 µM; 320,000 compounds, 0.9% hits;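 active = inhibition above the mean inhibition of all tested compounds plus 3 SD, computed separately for each screening campaign, cut at about 15% in these data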
# Target sequence (P62136 whole entry, looked up): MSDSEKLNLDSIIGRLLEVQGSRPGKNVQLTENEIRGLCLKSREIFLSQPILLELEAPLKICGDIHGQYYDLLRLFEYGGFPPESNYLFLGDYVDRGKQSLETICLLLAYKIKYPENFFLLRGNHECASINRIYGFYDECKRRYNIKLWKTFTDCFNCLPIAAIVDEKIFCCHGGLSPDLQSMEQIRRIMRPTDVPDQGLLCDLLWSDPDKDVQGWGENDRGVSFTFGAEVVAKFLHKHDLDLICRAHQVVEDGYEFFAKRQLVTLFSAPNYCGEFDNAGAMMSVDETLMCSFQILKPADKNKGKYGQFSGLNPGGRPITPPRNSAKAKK
# PP5 inh = PP5 (human) phosphatase inhibition | inhibition, % at 6.7 µM | P53041 | AID 1987 | 320,000 compounds, 0.18% hits | purified PP5c, OMFP substrate fluorescence;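 active = inhibition above the campaign's mean inhibition across all tested compounds plus 3 SD, cut at about 9.5% in these data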;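 note: 0% = DMSO only and 100% = 100 µM cantharidin control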
# proCasp7 act = counter-screen: procaspase-7 (human) activation | P55210 | recombinant procaspase-7, Ac-DEVD-pNA absorbance 405 nm; D23A/D198A/D206A triple mutant, cannot self-cleave; scale: DMSO 0, 5 µM enzyme 100 | activation, % at 8.5 µM | 330,000 compounds, 0.093% hits | AID 463210;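 active = percent activation above the screen-wide mean plus 3 SD, cut at about 25% in these data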
# Target sequence (P55210 whole entry D23A/D198A/D206A): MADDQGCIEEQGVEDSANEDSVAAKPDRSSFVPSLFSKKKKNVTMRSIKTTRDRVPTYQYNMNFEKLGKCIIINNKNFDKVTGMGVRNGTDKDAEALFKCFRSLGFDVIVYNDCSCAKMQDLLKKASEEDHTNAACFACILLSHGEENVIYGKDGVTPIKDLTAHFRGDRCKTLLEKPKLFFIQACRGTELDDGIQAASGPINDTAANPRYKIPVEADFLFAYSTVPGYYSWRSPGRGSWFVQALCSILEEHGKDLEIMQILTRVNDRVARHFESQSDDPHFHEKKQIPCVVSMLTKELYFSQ
#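 Replicates: singlicate. Assay system: Procaspase-7 triple mutant (PC-7 D3A). Signal: 405 nm absorbance of p-nitroaniline. Times: 1 h preincubation, 2 h reaction. Buffer or medium: Zinc-free HEPES pH 7.4 with 300 mM NaCl, 0.01% Triton X-100. Also added: DEVD-pNA substrate. Benchmarks: DMSO wells as 0%, DMSO with 5 µM added PC-7 as 100%.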
# HCV core dimer = blocks dimerization of HCV core protein | TR-FRET GST/Flag-core106 dimerization, 1536-well | inhibition, % at 5 µM | 300,000 compounds, 0.33% hits | AID 1899;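 active = inhibition above the mean of all tested compounds plus 3 SD, set per screening campaign, cut at about 45% in these data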
#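 Assay system – GST-tagged and Flag-tagged HCV core protein residues 1-106 · Quantity – core106 proteins, GST 13.5 nM and Flag 17 nM · Benchmarks – unlabelled core106 and no-GST-core106 wells · Read-out basis – percent inhibition of core106 dimerization signal · Detection – time-resolved FRET, ex 340 nm, em 617 and 671 nm · Schedule – 4 h at 22.5 °C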
# Efflux pump mplx = inhibitors of Candida antifungal efflux pumps expressed in yeast | S. cerevisiae Candida pump triplex, Nile Red efflux | AID 485275 | inhibition, % at 10 µM | 330,000 compounds, 0.44% hits;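 active = plate passing quality check with inhibition over a set limit, or well fluorescence over plate mean plus 4 SD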;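 note: Nile Red retained in pooled yeast measured as flow cytometry median fluorescence; 0% = buffer negative control and 100% = Enniatin B positive control; higher means more Nile Red kept so more efflux inhibition; some compounds called inactive have numbers as strong as hits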
# JMJD2C inh = blocks human GASC-1 demethylase activity; AID 2099; GST-JMJD2C(1-420) H3K9me3 demethylation, DELFIA europium; inhibition, % at 2.35 µM; Q9H3R0; 330,000 compounds, 0.069% hits;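 active = more than half of a compound's replicate wells show inhibition beyond 50%, single wells judged on their own value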;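 note: signal counts dimethyl H3K9 product captured on neutravidin plate; 0% = median of DMSO wells and 100% = 0.3 times that DMSO median; strong numbers were not always called active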
# Target sequence (Q9H3R0 1-420 limits assumed): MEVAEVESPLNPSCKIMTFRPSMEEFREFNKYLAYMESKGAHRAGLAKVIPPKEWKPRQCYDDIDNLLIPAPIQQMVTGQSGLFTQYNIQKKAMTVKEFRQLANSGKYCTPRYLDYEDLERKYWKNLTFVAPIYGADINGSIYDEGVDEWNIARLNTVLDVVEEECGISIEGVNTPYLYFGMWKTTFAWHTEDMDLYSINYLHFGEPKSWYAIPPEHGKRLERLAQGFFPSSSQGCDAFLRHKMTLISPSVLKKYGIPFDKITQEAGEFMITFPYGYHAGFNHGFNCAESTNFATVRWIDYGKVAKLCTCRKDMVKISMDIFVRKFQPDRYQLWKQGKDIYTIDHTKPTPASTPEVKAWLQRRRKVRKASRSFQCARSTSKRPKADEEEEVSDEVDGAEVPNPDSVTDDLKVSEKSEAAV
# Fh CTSL1 inh = cathepsin L1 inhibition, PFM18AAP counter-screen. recombinant F. hepatica cathepsin L1, Z-Leu-Arg-MCA fluorescence. inhibition, % at 5.96 µM. 300,000 compounds, 0.49% hits;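 active = inhibition above the mean of all tested compounds plus 3 SD, set per screening campaign, cut at about 17% in these data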;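 note: 0% = plate median of test compound wells and 100% = 1 µM Z-Phe-Ala-diazomethylketone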
# The depositor's hits bear a star; nt = no result given.
1	Cc1cccc(C)c1NC(=O)Cn1nc(-c2ccc(Cl)s2)ccc1=O
2	CC(C)(CNC(=O)c1ccc(-c2ccccc2Cl)o1)N1CCOCC1
3	O=C(O)CN1C(=O)CCS(=O)c2ccccc21 (stereo unspecified)
4	CC(=O)Nc1ccc(C(=O)COC(=O)CCc2ccccc2)c(F)c1
5	O=C(c1ccco1)N1CCN(C(=O)c2cnn(-c3cccc(F)c3)c2C2CCNCC2)CC1
6	CCOC(=O)C1(Cc2ccccc2)CCCN(C2CCCC2)C1 (stereo unspecified)
7	CC1(C)CC(=O)C(N=Nc2c(F)cccc2F)=C(O)C1
8	CCN1CCCC1CNCc1ccccc1OCc1ccc(F)cc1 (stereo unspecified)
assay / compound,1,2,3,4,5,6,7,8
TPT1 inhibitor,1,-3,-2,nt,4,-2,-4,-2
procasp3 activ,11,-5,1,-2,-1,3,-9,1
PP1 counter,-1,-5,0,-3,-3,-2,7,1
PP5 inh,2.3,4.4,-0.9,1.9,-1.4,-0.9,2.3,1.5
proCasp7 act,0,9,-1,12,3,-2,-4,-5
HCV core dimer,5,0,2,nt,3,-4,1,-2
Efflux pump mplx,-0.1,0.0,0.0,-0.2,0.1,-0.1,0.1,0.0
JMJD2C inh,-2,-1,-14,8,-18,2,-8,4
Fh CTSL1 inh,0,4,5,nt,-2,1,5,-3

9	Cc1ccccc1-c1nc(CS(=O)CC(=O)NCCN2CCOCC2)c(C)o1 (stereo unspecified)
10	CC12CCC(C(=O)Nc3ccc4c(c3)OCCO4)(OC1=O)C2(C)C (stereo unspecified)
11	COc1cc2nc(C)sc2cc1SC
12	O=P(O)(CCc1ccccn1)CN1CCCCC1
13	CCC(c1nnc(SCC(=O)Nc2ccc(S(N)(=O)=O)cc2)n1Cc1ccccc1)N(C)C (stereo unspecified)
14	COc1ccc(N2CCN(C(CNC(=O)c3ccc4c(c3)OCO4)c3ccco3)CC2)cc1 (stereo unspecified)
15	OC(CNCc1cccs1)c1ccccc1 (stereo unspecified)
16	CCn1c(C)nc2cc(C(=O)NNS(=O)(=O)c3ccc(C)c(C)c3)ccc21
assay / compound,9,10,11,12,13,14,15,16
TPT1 inhibitor,1,1,0,4,-2,0,2,-4
procasp3 activ,5,-5,17,-2,7,-7,3,0
PP1 counter,-2,-1,-2,-3,-1,-4,-5,1
PP5 inh,-0.6,4.0,0.3,-0.2,0.4,1.8,-2.4,0.8
proCasp7 act,1,-7,-2,6,4,-1,-9,3
HCV core dimer,-17,2,-3,-6,0,-1,5,-1
Efflux pump mplx,0.0,0.0,0.0,-0.1,0.2,-0.2,0.0,0.1
JMJD2C inh,-5,-29,7,2,1,-2,13,-8
Fh CTSL1 inh,2,0,0,0,0,2,1,4

17	Cc1cc(=O)oc2cc(NC(=O)c3cccc(F)c3)ccc12
18	CC(C)(C)C(=O)Nc1ccc(S(=O)(=O)c2ccc(NC(=O)C(C)(C)C)cc2)cc1
19	COc1ccccc1NC(=O)c1ccc(NC(=O)COC(=O)CCC2CCCC2)cc1
20	CC(C)NC(=O)c1c(CSc2ccccc2)noc1C(=O)NCc1ccccc1
21	Cc1cc(N2CCCCCC2)nc2ccc(F)cc12
22	CCN(CC)S(=O)(=O)c1cccc(NC(=O)COc2ccc(C#N)cc2OC)c1
23	CC(C)(C)n1cn[nH]c1=S
24	Cc1ccc2oc(=O)n(CCCOc3ccccc3)c2c1
assay / compound,17,18,19,20,21,22,23,24
TPT1 inhibitor,3,2,-3,-4,3,1,-2,2
procasp3 activ,-3,8,-3,11,1,-2,3,-5
PP1 counter,-3,5,7,4,1,-1,1,2
PP5 inh,0.4,5.1,6.0,1.5,1.1,9.0,2.8,2.4
proCasp7 act,1,1,2,11,12,4,4,4
HCV core dimer,-2,-2,15,-16,0,3,1,8
Efflux pump mplx,-0.1,0.0,0.0,-0.2,0.0,-0.1,0.1,-0.1
JMJD2C inh,2,16,4,-16,9,nt,17,10
Fh CTSL1 inh,6,-2,-6,0,2,-10,-1,1

25	C=CCNC(=O)/C=C/c1cccs1
26	COc1ccc(C(CNC(=O)COc2cccc(C)c2)N2CCCC2)cc1 (stereo unspecified)
27	O=C(NCCNCCO)c1c(O)c2cccc3c2n(c1=O)CCC3
28	CCCN1C(=O)C2(/C(=C(\O)c3ccc4c(c3)OCCO4)C(=O)C(=O)N2CCCOC)c2ccccc21 (stereo unspecified)
29	Cc1ccc(CNC(=O)C(=O)NCC2OCCN2S(=O)(=O)c2ccc(Br)cc2)cc1 (stereo unspecified)
30	CC(C)Cn1cc(C(=O)NCCCN2CCCC2=O)c2c3ccccc3n(C)c2c1=O
31	Cc1ccc2c(c1)c(CC(=O)Nc1ccc(F)cc1)c(C(=O)O)n2C
32	COc1ccc(NC(=O)NC2CCCCCCC2)cc1OC
assay / compound,25,26,27,28,29,30,31,32
TPT1 inhibitor,1,nt,-3,-4,1,0,-3,-1
procasp3 activ,7,9,0,2,-4,2,0,9
PP1 counter,-6,-1,0,0,1,-4,-2,2
PP5 inh,1.1,2.7,2.4,-0.9,3.3,-1.4,-0.9,4.8
proCasp7 act,5,7,-3,-7,3,-14,-13,-16
HCV core dimer,13,nt,-4,-1,0,0,6,-15
Efflux pump mplx,0.2,0.1,0.1,-0.1,0.6,-0.1,-0.1,0.0
JMJD2C inh,3,-5,6,nt,1,7,2,-26
Fh CTSL1 inh,-5,nt,-1,6,4,3,7,-1

33	CCOC(=O)c1cnc(SC)nc1Sc1ccccc1Cl
34	O=C(c1ccc(C23CC4CC(CC(C4)C2)C3)o1)N1CCOCC1
35	Cc1cc2cc(CNC(=S)NC3CCCCC3)ccc2n1C
36	O=C(CCC1CCCN(C(=O)c2ccncc2)C1)NCc1ccc(F)c(F)c1 (stereo unspecified)
37	CN(C)C=NC(=O)c1ccc([N+](=O)[O-])c(CS(=O)(=O)c2ccc(Cl)cc2)c1
38	O=C(N/N=C/c1ccsc1)c1c[nH]c2ccccc12
39	CN(C(=O)CC1C(=O)NCCN1Cc1c(F)cccc1Cl)C1CCOCC1 (stereo unspecified)
40	COc1ccc(-c2nc(SCc3ccc(C#N)cc3)[nH]c(=O)c2C#N)cc1
assay / compound,33,34,35,36,37,38,39,40
TPT1 inhibitor,-4,-4,1,0,-5,4,-7,-4
procasp3 activ,7,-8,4,-2,-6,4,-3,-5
PP1 counter,2,0,4,-1,-1,38*,2,1
PP5 inh,0.2,4.6,1.6,1.2,0.5,0.3,-2.4,0.8
proCasp7 act,-2,4,4,1,0,-1,-8,8
HCV core dimer,2,1,13,-3,4,5,-10,16
Efflux pump mplx,-0.1,0.0,-0.1,0.2,-0.1,-0.1,0.3,-1.1
JMJD2C inh,2,-11,9,-11,-2,10,8,-5
Fh CTSL1 inh,-4,-3,-1,-6,-1,-3,0,3

# A draw from above in order of number of heavy atoms, descending.
36	O=C(CCC1CCCN(C(=O)c2ccncc2)C1)NCc1ccc(F)c(F)c1 (stereo unspecified)
35	Cc1cc2cc(CNC(=S)NC3CCCCC3)ccc2n1C
33	CCOC(=O)c1cnc(SC)nc1Sc1ccccc1Cl
38	O=C(N/N=C/c1ccsc1)c1c[nH]c2ccccc12
assay / compound,36,35,33,38
TPT1 inhibitor,0,1,-4,4
procasp3 activ,-2,4,7,4
PP1 counter,-1,4,2,38*
PP5 inh,1.2,1.6,0.2,0.3
proCasp7 act,1,4,-2,-1
HCV core dimer,-3,13,2,5
Efflux pump mplx,0.2,-0.1,-0.1,-0.1
JMJD2C inh,-11,9,2,10
Fh CTSL1 inh,-6,-1,-4,-3

# (further entries)
41	CN1C[C@@H]2C[C@@H](c3ccc(C#CC(C)(C)O)s3)N3CCC[C@@]23C1=O
42	O=C(COC(=O)c1cccc2ccccc12)NCCCc1ccccc1
43	O=C(COc1ccc2ccccc2c1)Nc1ccccc1C(=O)O
44	CCc1c(C)sc(NC(=O)Cn2nc(C(F)(F)F)c3c2CCCC3)c1C#N
45	O=C(CN(CC1CCCO1)C(=O)CNS(=O)(=O)c1ccc(Cl)cc1)NCc1ccco1 (stereo unspecified)
46	FC(F)(F)c1ccccc1/C=N/N1CCN(Cc2ccccc2)CC1
47	Cc1cccc(-c2noc(CCCC(=O)NC3CCCC3)n2)c1
48	CCN(CC)S(=O)(=O)c1ccc(C(=O)Oc2ccc3c(c2)OCO3)cc1
assay / compound,41,42,43,44,45,46,47,48
TPT1 inhibitor,-1,2,-4,-1,-1,1,3,-2
procasp3 activ,12,4,4,-3,7,1,0,7
PP1 counter,-2,3,0,11,-2,0,-4,2
PP5 inh,2.7,3.6,-0.5,4.6,0.5,-0.9,-0.8,2.3
proCasp7 act,0,-4,3,-11,0,2,2,-3
HCV core dimer,0,7,6,5,-1,-5,9,5
Efflux pump mplx,-0.1,0.0,-0.1,-0.1,0.4,0.1,0.1,0.0
JMJD2C inh,-2,2,10,16,-11,1,-21,5
Fh CTSL1 inh,-1,-2,-6,1,-4,0,0,-1

49	Cc1cc(=O)oc2cc(OCC(=O)Nc3ccc(N4CCC(C)CC4)cc3)ccc12
50	COc1ccc(S(=O)(=O)Nc2ccccc2OC)cc1C
51	Cc1onc(-c2ccccc2)c1C(=O)NC(=S)NNC(=O)c1ccncc1
52	Cc1cccc(C)c1NC(=O)NC1(C(=O)N2CCCCC2)CCCCC1
53	CC(C(=O)N1CCCc2c1c(=O)oc1ccc(O)cc21)N1CCc2ccccc2C1 (stereo unspecified)
54	Cc1ccc(CC(=O)NCCc2ccc(S(N)(=O)=O)cc2)cc1
assay / compound,49,50,51,52,53,54
TPT1 inhibitor,-4,13,0,1,-3,-2
procasp3 activ,-5,3,-7,-2,-11,-5
PP1 counter,2,-4,-3,4,-3,2
PP5 inh,-0.6,2.2,2.7,1.7,4.0,-1.1
proCasp7 act,10,0,-11,4,-8,-3
HCV core dimer,-4,0,1,0,-7,3
Efflux pump mplx,-0.6,0.2,0.4,0.0,0.0,-0.1
JMJD2C inh,1,0,10,4,4,1
Fh CTSL1 inh,7,-2,-2,-1,-1,1

# Some entries already given with just procasp3 activ, Efflux pump mplx and Fh CTSL1 inh:
item | molecule | procasp3 activ | Efflux pump mplx | Fh CTSL1 inh
49 | Cc1cc(=O)oc2cc(OCC(=O)Nc3ccc(N4CCC(C)CC4)cc3)ccc12 | -5 | -0.6 | 7
50 | COc1ccc(S(=O)(=O)Nc2ccccc2OC)cc1C | 3 | 0.2 | -2
51 | Cc1onc(-c2ccccc2)c1C(=O)NC(=S)NNC(=O)c1ccncc1 | -7 | 0.4 | -2
52 | Cc1cccc(C)c1NC(=O)NC1(C(=O)N2CCCCC2)CCCCC1 | -2 | 0.0 | -1
53 | CC(C(=O)N1CCCc2c1c(=O)oc1ccc(O)cc21)N1CCc2ccccc2C1 (stereo unspecified) | -11 | 0.0 | -1
54 | Cc1ccc(CC(=O)NCCc2ccc(S(N)(=O)=O)cc2)cc1 | -5 | -0.1 | 1
